High-throughput results from PubChem.
GPR151 ag = activators of human GPR151; Q8TDV0; PathHunter beta-arrestin GPR151 cells, luminescence; activation, % at 11.2 µM; 1% of 650,000 active; AID 1508602; in the data active = activation above about 4.9%;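 note: 0% = median of compound wells and 100% = cells with positive control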
Target sequence (Q8TDV0 whole entry, looked up): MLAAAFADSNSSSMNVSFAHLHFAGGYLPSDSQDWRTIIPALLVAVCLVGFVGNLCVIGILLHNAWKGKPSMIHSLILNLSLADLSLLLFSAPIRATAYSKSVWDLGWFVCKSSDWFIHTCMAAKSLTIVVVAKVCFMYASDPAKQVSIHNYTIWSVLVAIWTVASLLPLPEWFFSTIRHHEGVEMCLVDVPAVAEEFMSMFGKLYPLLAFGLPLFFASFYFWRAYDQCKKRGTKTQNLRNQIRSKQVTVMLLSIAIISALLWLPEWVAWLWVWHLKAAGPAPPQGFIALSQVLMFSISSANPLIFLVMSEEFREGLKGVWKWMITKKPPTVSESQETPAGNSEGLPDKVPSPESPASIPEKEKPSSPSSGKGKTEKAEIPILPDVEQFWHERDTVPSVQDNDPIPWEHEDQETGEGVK
FBW7 activator = activators of human E3 ligase FBW7. AID 1259310. 0.13% of 650,000 active. AlphaScreen FBW7–phospho-cyclin E peptide binding, activator screen. normalized activity (activation), % at 26.1 µM; in the data active = normalized activity above about 1.9%;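 note: purified mutant Fbw7 with reduced substrate affinity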
Target sequence (Q969H0 whole entry, looked up): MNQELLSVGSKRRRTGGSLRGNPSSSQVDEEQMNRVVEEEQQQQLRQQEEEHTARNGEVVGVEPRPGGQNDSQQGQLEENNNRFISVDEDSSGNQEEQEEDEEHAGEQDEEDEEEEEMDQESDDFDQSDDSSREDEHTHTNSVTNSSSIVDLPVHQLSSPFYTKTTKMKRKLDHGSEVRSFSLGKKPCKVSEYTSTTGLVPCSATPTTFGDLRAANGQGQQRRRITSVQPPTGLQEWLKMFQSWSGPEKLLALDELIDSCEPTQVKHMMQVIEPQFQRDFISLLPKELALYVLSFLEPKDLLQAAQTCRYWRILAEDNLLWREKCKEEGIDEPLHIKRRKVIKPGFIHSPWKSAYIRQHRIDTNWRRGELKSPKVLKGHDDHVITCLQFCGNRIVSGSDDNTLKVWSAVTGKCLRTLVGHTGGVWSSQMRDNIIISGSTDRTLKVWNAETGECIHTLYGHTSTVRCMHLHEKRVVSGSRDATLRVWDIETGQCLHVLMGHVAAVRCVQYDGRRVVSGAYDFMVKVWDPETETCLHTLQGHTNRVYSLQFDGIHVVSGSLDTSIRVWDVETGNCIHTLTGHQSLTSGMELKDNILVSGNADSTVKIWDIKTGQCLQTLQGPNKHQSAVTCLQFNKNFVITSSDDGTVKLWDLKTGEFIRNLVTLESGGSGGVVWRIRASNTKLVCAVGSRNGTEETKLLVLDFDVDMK
TEAD-YAP block = TEAD-YAP interaction inhibition; HEK-TIYL cells, TEAD-Gal4/YAP UAS-luciferase luminescence; 1.4% of 640,000 active; inhibition, % at 9.12 µM; in the data active = inhibition above about 32%;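 note: 0% = median of test compound wells and 100% = reference inhibitor wells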
MITF inh = blocks human microphthalmia-associated transcription factor. O75030. AlphaScreen MITF homodimerization, bead proximity signal. inhibition, % at 2.6 µM. 0.91% of 650,000 active. AID 1259374; in the data active = inhibition above about 50%;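 note: 0% = vehicle wells with protein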
* marks the source's active call; other numbers are inactive results. This is a random part of the collection. Share with any hit: about 3.4%.

SMILES | GPR151 ag | FBW7 activator | TEAD-YAP block | MITF inh
CCSc1nnc(NC(=O)c2csc(C)c2)s1 | 1.8 | -0.1 | -18.2 | 3.6
COc1cccc(CNC(=O)Cn2nc(C)n3cccc3c2=O)c1OC | 3.0 | -0.1 | -1.7 | 0.3
O=S(=O)(Nc1ccc2c(c1)nc1n2CCN(Cc2ccccc2)C1)c1ccc(F)cc1 | 1.4 | -0.1 | 10.8 | 14.2
Clc1ccc(-c2n[nH]c3c2CNCC3)cc1 | -0.6 | -0.1 | 0.9 | 6.1
CC(C)(C)Nc1nc(=O)[nH]c(=O)[nH]1 | -0.9 | 0.4 | -5.7 | 17.2
O=C(CNc1ccc2ccccc2c1)N/N=C/c1ccco1 | 1.9 | -0.1 | 21.7 | -6.9
COC(=O)c1cccc(NC(=O)C(Cc2ccccc2)N2C(=O)c3ccccc3C2=O)c1 (stereo not given) | 3.7 | -0.3 | 12.3 | 10.8
CCOc1ccccc1-n1c(=S)sc2c(=O)n(-c3ccc(F)cc3)c(SCC(=O)NCCc3ccccc3)nc21 | -0.6 | 0.4 | 12.2 | 18.1
COc1cc2c(cc1NC(=O)c1ccc([N+](=O)[O-])cc1Cl)oc1ccccc12 | 1.5 | 0.1 | 9.6 | 6.1
CCOC(=O)c1ccc(NC(=O)CN2Cc3ccccc3C2=O)cc1 | 0.9 | 0.1 | 6.3 | 6.4
CCCOc1ccc(S(=O)(=O)Nc2c(F)cc(Br)cc2F)cc1OCCC | -1.4 | 0.1 | 8.9 | 5.2
CCC(C(=O)Nc1cccc(C(=O)O)c1)c1ccccc1 (stereo not given) | 1.1 | -0.2 | 0.6 | 3.6
O=C1NC2(CCN(Cc3ccc4nccnc4c3)CC2)Oc2ccccc21 | 5.0* | 0.3 | 4.0 | -4.8
COc1cccc(CNC(=O)CCC2CCCN(Cc3ccoc3)C2)c1 (stereo not given) | 1.0 | 0.0 | 8.4 | -6.8
C/C(=C/C(=O)O)C(=O)NCc1ccc(C)cc1 | 1.8 | 0.7 | 1.7 | 9.5
CCOC(=O)c1cc(-c2ccccn2)nc2[nH]c(=S)[nH]c(=O)c12 | 0.7 | 0.1 | 0.6 | 0.5
COc1ccc(OCC(=O)NNC=O)cc1 | 0.1 | 0.1 | -2.0 | 10.4
Cc1cc(C)cc(Nc2nncc(=O)[nH]2)c1 | -0.7 | 0.8 | 3.3 | 4.0
Cc1sc2nc(SCC(=O)c3ccccc3)[nH]c(=O)c2c1C | -0.8 | 0.0 | 0.9 | -4.1
CC(=O)Nc1ccc(C(=O)Nc2ccc(F)cc2)cc1 | -1.0 | 0.0 | -26.8 | -9.2
O=C(NC1CCc2ccccc21)c1ccc(OC2CCN(Cc3ccccn3)CC2)cc1 (stereo not given) | -0.7 | -0.1 | 12.4 | 4.4
CC(=O)Oc1ccc2c(C)c(-c3ccc(Cl)cc3)c(=O)oc2c1 | -1.1 | -0.1 | -9.3 | 1.5
Fc1cccc(Cl)c1CNCc1ccccn1 | 1.1 | -1.0 | -1.6 | 12.4
CC1=C(C(=O)Nc2ccc(Cl)cc2)C(c2ccccc2)C(C#N)=C(SCC(=O)Nc2ccc(C)c(Cl)c2)N1 (stereo not given) | -1.8 | -0.1 | 3.6 | -2.5
CN1CCN(c2nc3c(c(=O)n(C)c(=O)n3C)n2Cc2cccc(F)c2)CC1 | -0.8 | 0.2 | -7.2 | 15.9

The list continues:
SMILES | GPR151 ag | FBW7 activator | TEAD-YAP block | MITF inh
c1ccc(CCc2noc(CN3CCN(c4ccccn4)CC3)n2)cc1 | -1.8 | -0.1 | -6.2 | 14.2
CCOC(=O)Cn1c(=O)oc2cc(S(=O)(=O)N3CCCCC3)ccc21 | -0.9 | 0.0 | -1.6 | -5.7
COc1ccc(OC(=O)COc2ccc([N+](=O)[O-])cc2)cc1 | 0.8 | 0.1 | -0.7 | -3.7
CCCCOC(=O)c1cccc(NC(=S)NC(=O)c2ccccc2)c1 | 0.0 | 0.0 | -8.4 | 13.9
COc1ccc(C(=O)C(CO)Oc2ccccc2OC)cc1OC (stereo not given) | -0.5 | 0.0 | 2.2 | -10.9
CCOC(=O)C(=CNc1cccc2c(C)c(C)n(C)c12)C(=O)OCC | 0.0 | 0.9 | -13.4 | -16.6
COc1cc(C=O)ccc1OCC(=O)Nc1ccc(C(=O)O)cc1 | -0.1 | -0.2 | 10.2 | 3.5
O=C(/C=C/Nc1cccc(F)c1)c1ccco1 | -0.6 | -0.3 | -13.9 | -13.1
COc1ccc(NC(=O)CCNC(=O)C2O[C@@H]3OC(C)(C)O[C@@H]3[C@H]3OC(C)(C)O[C@@H]23)cc1 (stereo not given in full) | -1.0 | 0.6 | 1.8 | 19.2
CCCc1nc2c(sc3nc4c(cc32)COC(C)(C)C4)c(=O)[nH]1 | 1.9 | -0.1 | 8.1 | 1.8
CCOc1ccccc1C1C(C#N)=C(SCC(=O)Nc2ccc(Br)cc2)NC(=O)C1C(=O)OC (stereo not given) | 0.0 | 0.0 | 10.3 | 54.4*
CCOC(=O)c1sc2nc(Cc3ccccc3)nc(N3CCCC3)c2c1C | 0.2 | 0.1 | 0.4 | -8.2
CCN(C(=O)CC1CCCCC1)c1nnc(-c2cccnc2)s1 | 1.2 | 0.1 | 13.0 | 5.9
CCc1ccccc1NC(=O)c1cc(=O)c2ccccc2o1 | 1.9 | -0.1 | -27.1 | -4.4
COc1cccc(NC(=O)CCC(=O)Nc2cccc(OC)c2)c1 | 0.7 | -0.1 | 7.3 | -4.4
CC(C)OC(=O)COc1ccc(C2C3=C(CC(C)(C)CC3=O)OC3=C2C(=O)CC(C)(C)C3)cc1 | -0.7 | -0.4 | -1.3 | 4.1
Cc1cccc(NC(=O)c2cnc3n(c2=O)CCS3)c1 | -1.0 | 0.0 | -23.9 | 4.4
COc1ccc(-c2cc(C3CC3)nc(N)c2C#N)cc1 | 0.0 | 0.2 | 2.9 | 7.4
Cc1ccc(-c2csc(NC(=O)CSc3n[nH]c(N)n3)n2)cc1 | 0.6 | -0.2 | 2.6 | -2.3
COc1cc([N+](=O)[O-])ccc1N1C(=O)C2C3C=CC(C4CC34)C2C1=O (stereo not given) | 0.0 | -0.4 | -0.1 | 10.4
CC(=O)N1CCc2nc(-c3ccccn3)nc(N3CCOCC3)c2C1 | 0.5 | -0.4 | -3.9 | -2.5
Cc1cc(C)nc(NS(=O)(=O)c2ccc(NC(=S)NC(=O)c3ccncc3)cc2)n1 | -0.7 | 0.1 | -2.6 | -0.1
COc1ccc(Cl)cc1NC(=O)CSC1=C(C#N)C(c2ccccc2)C(C(=O)Nc2ccccc2C)=C(C)N1 (stereo not given) | -1.1 | -0.1 | -6.0 | -1.9
Cn1c(=O)c2c(nc(NCCCO)n2C/C=C/c2ccccc2)n(C)c1=O | 0.2 | 0.2 | 2.3 | 5.0
OCc1ccc(-c2cnc3c(Nc4cccc(OC(F)(F)C(F)F)c4)nccn23)cc1 | 0.7 | 0.2 | 11.0 | 1.8

An excerpt from above in order of length of the SMILES, descending.
SMILES | GPR151 ag | FBW7 activator | TEAD-YAP block | MITF inh
COC(=O)c1cccc(NC(=O)C(Cc2ccccc2)N2C(=O)c3ccccc3C2=O)c1 (stereo not given) | 3.7 | -0.3 | 12.3 | 10.8
O=S(=O)(Nc1ccc2c(c1)nc1n2CCN(Cc2ccccc2)C1)c1ccc(F)cc1 | 1.4 | -0.1 | 10.8 | 14.2
OCc1ccc(-c2cnc3c(Nc4cccc(OC(F)(F)C(F)F)c4)nccn23)cc1 | 0.7 | 0.2 | 11.0 | 1.8
Cc1ccc(-c2csc(NC(=O)CSc3n[nH]c(N)n3)n2)cc1 | 0.6 | -0.2 | 2.6 | -2.3

Rewritten with two lines to a compound: three of the compounds above.
Sequence of screens – GPR151 ag | FBW7 activator | TEAD-YAP block | MITF inh
- COc1ccc(C(=O)C(CO)Oc2ccccc2OC)cc1OC (stereo not given)
    -0.5 | 0.0 | 2.2 | -10.9
- COc1ccc(-c2cc(C3CC3)nc(N)c2C#N)cc1
    0.0 | 0.2 | 2.9 | 7.4
- c1ccc(CCc2noc(CN3CCN(c4ccccn4)CC3)n2)cc1
    -1.8 | -0.1 | -6.2 | 14.2

The list continues:
SMILES | GPR151 ag | FBW7 activator | TEAD-YAP block | MITF inh
Cc1c(NS(=O)(=O)c2ccc(Br)s2)cccc1[N+](=O)[O-] | 4.2 | 0.0 | 14.6 | 19.6
CCOc1ccc(C2/C(=C(/O)c3ccc(S(=O)(=O)N4CCOCC4)cc3)C(=O)C(=O)N2CCCN2CCOCC2)cc1 (stereo not given) | 0.0 | 0.1 | 10.2 | 13.1
CCc1ccc(CN(C)C(=O)CCc2nnc(CCc3ccccc3OC)o2)nc1 | 1.8 | 0.0 | -2.5 | 11.0
Cc1ccc(C(=O)NC(Nc2cc(C)ccc2C)C(=O)c2ccccc2)cc1 (stereo not given) | -1.5 | -0.5 | -4.5 | 13.8
CCCN(CCC)C(=O)CSc1nc2nc(C)cc(C)n2n1 | 1.1 | 0.2 | -3.9 | 7.7
CCn1c(SCC(=O)N2CCc3ccccc32)nnc1-c1ccc([N+](=O)[O-])cc1 | 0.4 | 0.1 | -1.5 | 10.4
CC(=O)N1N=C(c2cccc(NS(C)(=O)=O)c2)CC1c1ccccc1O (stereo not given) | 2.1 | 0.1 | -5.4 | 4.8
CCN(CC)C(=O)C(=O)c1cccn1-c1c(Cl)cccc1C#N | 1.3 | -0.2 | 14.2 | 5.0
c1cc2c(cc1NC1CCCCCC1)OCO2 | 3.6 | -0.1 | -9.5 | 4.1
COc1cc([N+](=O)[O-])c(Cl)cc1N=Cc1c(C)[nH]n(-c2cccc(Cl)c2)c1=O | -2.1 | 0.0 | -9.8 | 6.5
CC(C)(C)NC(=O)CSc1ncnc2sc3c(c12)CCC3 | 0.3 | 1.2 | 7.6 | 18.1
Cc1ccc(C(=O)N/N=C\c2ccc(-c3cccc(C(=O)O)c3)o2)cn1 | 1.2 | -0.1 | -9.0 | 9.1
CC1=NN(c2nc3ccccc3s2)C(=O)C1CCC(C)C (stereo not given) | 0.4 | -0.2 | 12.9 | -3.4
Cc1ccc(S(=O)(=O)n2nc(-c3ccc(Cl)cc3)nc2N)cc1 | 2.5 | -0.1 | -2.4 | -4.7
CCc1ccc(-c2cc(C(=O)NN)c3cc(Br)ccc3n2)s1 | 1.4 | -0.1 | 1.1 | -2.1
Cc1ccc(-c2noc(CNC(=O)c3cccs3)n2)cc1 | -1.0 | 0.3 | 4.7 | 24.5
O=C(Nc1ccc(O)cc1)c1nn2c(c1Cl)NC(c1cccs1)CC2C(F)(F)F (stereo not given) | -1.0 | 0.1 | 2.4 | 3.1
Cc1ccc2nc(NCc3ccc4c(c3)OCO4)c3nncn3c2c1 | 0.6 | -0.2 | -10.8 | 10.5
O=C1NC2(CCCCC2)N(C(=O)c2ccccc2)C2=C1CCCC2 | 0.1 | 0.0 | -3.0 | 7.0
CCN1CCN(Cc2c(O)ccc(C(=O)Cc3ccccc3OC)c2O)CC1 | 1.8 | -0.1 | 2.7 | 5.1
COC(=O)c1cc(C(=O)N2CCN(C(=O)c3ccco3)CC2)cc([N+](=O)[O-])c1 | 0.5 | -0.2 | -6.4 | 7.7
c1coc(CNc2ncc(-c3ccc(N4CCOCC4)cc3)n3ccnc23)c1 | 0.1 | 0.0 | 2.2 | 15.1
O=C(NC1(C(F)(F)F)NC(=O)N(Cc2ccccc2)C1=O)c1cccnc1 (stereo not given) | -1.0 | -0.1 | -5.3 | 3.2
COc1ccc(-c2nc(SC)n(C(=O)c3cccc([N+](=O)[O-])c3)n2)cc1 | 4.2 | 0.1 | -26.2 | -1.2
O=C(NCc1ccccc1Cl)c1c(O)c2cccc3c2n(c1=O)CC3 | -1.3 | -0.1 | 2.2 | 3.4

Limited to GPR151 ag, for some of the entries so far:
SMILES | GPR151 ag
CCOC(=O)c1ccc(NC(=O)CN2Cc3ccccc3C2=O)cc1 | 0.9
CCCOc1ccc(S(=O)(=O)Nc2c(F)cc(Br)cc2F)cc1OCCC | -1.4

(listing goes on)
SMILES | GPR151 ag | FBW7 activator | TEAD-YAP block | MITF inh
CSc1ccc(C(=S)N2CCOCC2)cc1 | -0.7 | -0.5 | -4.7 | 17.6
CCN(CC)Sc1nc2ccccc2[nH]1 | 0.2 | -0.2 | -5.8 | -8.3
O=C(CCS(=O)(=O)c1ccc2c(c1)OCC(=O)N2)Nc1ccccc1F | 1.5 | 0.0 | -12.0 | -2.1
Cc1cc(F)ccc1S(=O)(=O)NCC(c1ccco1)S(=O)(=O)c1ccc(F)cc1 (stereo not given) | -1.4 | 0.4 | 10.4 | 18.1
O=C(Nc1ccc(F)c([N+](=O)[O-])c1)c1cc(-c2ccccc2)nc2ccccc12 | 0.1 | -0.1 | 0.9 | -3.6
CC(=O)c1cccc(Nc2nc(-c3cc4cc(Br)ccc4oc3=O)cs2)c1 | -1.0 | -0.1 | -4.6 | -6.6
C/C(N)=C(/C#N)C(=O)COC(=O)c1cc(-c2cccs2)nn1-c1ccccc1 | 1.6 | -0.1 | -8.0 | 4.2
CC(C(=O)Nc1sccc1C#N)N1C(=O)c2ccccc2C1=O (stereo not given) | 1.4 | -0.2 | 12.1 | -2.6
O=c1oc2ccccc2nc1/C=C(O)/C=C\c1ccccc1 | 0.1 | -0.1 | -13.0 | -14.9
CCc1ccccc1NC(=O)CN1C(=O)c2ccccc2C1=O | -0.4 | -0.1 | 14.2 | 0.1
CCOc1ccc(C(CC(=O)O)NC(=O)Cc2ccc(F)cc2)cc1 (stereo not given) | 0.0 | 0.1 | 0.1 | 14.0
COc1ccc(C(=O)OCC(=O)c2ccc3c(c2)NC(=O)CO3)c(OC)c1OC | 1.1 | -0.1 | -1.9 | -0.8
COc1ccccc1/C=C/C1NC(=O)NC(C)=C1C(=O)OCc1ccccc1 (stereo not given) | 1.2 | -0.3 | -9.0 | -9.3
